Tau fluor counter: counter-screen for tau fibril formation inhibitors. tau K18 P301L Alexa594 fluorescence, heparin fibrillization. Potency, µM (highest dose often 57.7 µM), for the others: at the highest dose activity change, negative = decrease. actives 0.93% (n = 280,000). AID 1463; further: on the % scale 0 is the no-effect control and ±100 the full control effect; nearly all actives have a fitted effect of over 55% in size
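Human K18 P301L tau (15 uM unlabeled plus 0.24 uM Alexa 594-labeled, final) in 100 mM sodium acetate pH 7 was mixed with compound and 20 uM heparin and incubated 6 hr at 37 C.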
HttQ103 aggreg: mutant huntingtin aggregation inhibition; AID 1688; actives 1.1% (n = 220,000); PC12 HttQ103-GFP aggregates, Acumen cytometry, 40 h; Potency, µM (doses to about 46.1 µM), without a hit: at the top dose activity change, negative = inhibition, most hits filed as inhibitors; further: on the % scale 0 is the no-effect control and ±100 the full control effect; nearly all actives have a fitted effect of over 60% in size
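Compounds (qHTS titration) were added to PC12 cells expressing an ecdysone-driven HTT exon 1 Q103–GFP fusion after induction with 100 nM tebufenozide. Aggregate formation was measured as GFP objects in cell lysates.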
JMJD2E inh: JMJD2E (human) inhibition; B2RXH2; JMJD2E catalytic domain, FDH-coupled NADH fluorescence (FDH is formaldehyde dehydrogenase); Potency, µM (doses to about 57.1 µM), for the others: at the highest dose activity change, negative = inhibition, actives largely listed as inhibitors; actives 1.6% (n = 230,000); active means well fitted inhibition curve with a large enough effect, not every such curve was filed as active; inconclusive means small, poorly fitted or top-dose-only effect, or another doubt; inactive means no such curve, though single readings can be large or run the other way;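 further: 0% = wells with enzyme and -100% = buffer wells without enzyme; nearly all actives have a fitted effect of over 50% in size; many of its hits are not listed in these tables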
Target sequence (B2RXH2 1-337 limits assumed): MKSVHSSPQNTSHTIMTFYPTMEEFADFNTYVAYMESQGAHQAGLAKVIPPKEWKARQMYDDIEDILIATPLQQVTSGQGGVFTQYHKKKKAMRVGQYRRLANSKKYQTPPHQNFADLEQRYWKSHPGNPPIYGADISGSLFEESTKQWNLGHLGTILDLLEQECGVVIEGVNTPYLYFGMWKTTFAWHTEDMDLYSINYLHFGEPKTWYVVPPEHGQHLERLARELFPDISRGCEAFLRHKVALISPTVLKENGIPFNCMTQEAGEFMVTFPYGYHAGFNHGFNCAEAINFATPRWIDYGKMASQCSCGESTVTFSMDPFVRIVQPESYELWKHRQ
Tau fibril ThT: blocks human tau fibril formation measured by thioflavin T | recombinant tau K18 P301L (four-repeat tau fragment), heparin-induced fibrillization, ThT fluorescence | Potency, µM (titrated, usually from 57.4 µM), inactives show top-dose activity, negative = inhibition, usual class: inhibitors | actives 2.1% (n = 270,000) | AID 1460 | P10636; further: on the % scale 0 is the no-effect control and ±100 the full control effect; nearly all actives have a fitted effect of over 55% in size
Target sequence (P10636 561-689 P618L limits assumed): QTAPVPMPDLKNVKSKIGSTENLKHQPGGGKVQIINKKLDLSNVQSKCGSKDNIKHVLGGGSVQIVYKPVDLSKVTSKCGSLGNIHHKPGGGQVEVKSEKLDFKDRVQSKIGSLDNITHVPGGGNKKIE
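Recombinant human tau K18 fragment […] carrying P301L, 15 uM unlabeled plus 0.24 uM Alexa 594-labeled, was fibrillized with 20 uM heparin in 100 mM sodium acetate pH 7 for 6 hr at 37 C; 30 uM ThT fluorescence read after 1 hr.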
HTT ATP protect: protects HTT-Q103 PC12 cells, measured by ATP. AID 1471. actives 0.14% (n = 230,000). PC12 HTT-Q103 induced, cytoprotection, ATP luminescence, 40 h. Potency, µM (top dose mostly 56.4 µM), without a hit: cytoprotection (ATP increase), hits mostly activators;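 further: % of control where 0% means no effect; nearly all actives have a fitted effect of over 45% in size; toxic huntingtin expression switched on by the ecdysone agonist tebufenozide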
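Huntington model: PC12 line, ecdysone-inducible HTTQ103 exon1–GFP, tebufenozide 100 nM. Test articles in a dose series. Endpoint luminescence from cellular ATP.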
ALDH1A1 block: inhibitors of human aldehyde dehydrogenase 1A1; Purified ALDH1A1, NADH fluorescence, propionaldehyde substrate; AID 1030; actives 7.3% (n = 220,000); Potency, µM (top dose mostly 75.3 µM), inactives show top-dose activity, negative = inhibition, most hits filed as inhibitors; active means well fitted inhibition curve with a large enough effect, not every such curve was filed as active; inconclusive means small, poorly fitted or top-dose-only effect, or another doubt; inactive means no such curve, though single readings can be large or run the other way;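 further: plate controls were no enzyme wells and a reference inhibitor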
Target sequence (P00352 whole entry, looked up): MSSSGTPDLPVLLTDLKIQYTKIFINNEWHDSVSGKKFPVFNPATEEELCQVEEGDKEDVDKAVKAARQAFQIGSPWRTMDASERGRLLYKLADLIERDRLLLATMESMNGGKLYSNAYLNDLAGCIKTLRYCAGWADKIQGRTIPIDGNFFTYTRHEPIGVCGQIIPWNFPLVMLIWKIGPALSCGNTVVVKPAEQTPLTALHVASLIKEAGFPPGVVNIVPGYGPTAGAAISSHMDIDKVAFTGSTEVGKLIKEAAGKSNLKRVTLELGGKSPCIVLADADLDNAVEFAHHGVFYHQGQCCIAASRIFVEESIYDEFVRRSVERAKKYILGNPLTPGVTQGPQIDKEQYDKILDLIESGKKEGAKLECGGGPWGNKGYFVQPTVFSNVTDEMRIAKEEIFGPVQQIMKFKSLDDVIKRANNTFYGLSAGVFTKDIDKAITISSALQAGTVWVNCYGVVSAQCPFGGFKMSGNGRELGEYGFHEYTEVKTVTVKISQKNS
Tau FP inhib: tau fibrillization inhibition (FP); P10636; K18 P301L tau heparin fibrillization, Alexa594 FP, 6 h; Potency, µM (titrated, usually from 57.7 µM), for inactives: at the top dose activity, negative = inhibition, most hits filed as inhibitors; actives 0.39% (n = 280,000); further: on the % scale 0 is the no-effect control and ±100 the full control effect; nearly all actives have a fitted effect of over 55% in size
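Quantitative HTS format: compounds meet 15 uM recombinant K18 P301L tau and Alexa 594-tau tracer in 100 mM sodium acetate pH 7; 20 uM heparin triggers fibrillization at 37 C over 6 hr; FP gives the signal.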
SMN2 splice up: SMN2 splice variant enhancement | HEK293 SMN2-luciferase splicing reporter, luminescence, 30-36 h | Potency, µM (series often up to 46.1 µM), for the others: at the highest dose activity change, positive = activation, hits mostly activators | actives 2.8% (n = 210,000) | AID 1458; further: % of control where 0% means no effect; nearly all actives have a fitted effect of over 55% in size
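HEK293 cells carry an SMN2 […]–luciferase reporter in which exon 7 inclusion puts luciferase in frame. Cells were plated 10-12 h before compound addition, then incubated 30-36 h at 37C. ONE-Glo luminescence was read; sodium butyrate at 4.5 mM final served as control.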
* hit, by the source's call; ? = inconclusive; · = not tested or not shown; [ ] = dose if it differs, or a comment. Unless noted, the call rests on the fitted dose curve; in most records, active means well fitted curve in the direction sought with a large enough effect; inconclusive means small, poorly fitted or top-dose-only effect, or another doubt; inactive means no such curve, though single readings can be large; an effect the other way counts as inactive or inconclusive. Potency means the concentration at half of the fitted maximal effect. The list is partial, so the mix of outcomes need not match the whole.

molecule | HttQ103 aggreg | ALDH1A1 block | Tau fibril ThT | JMJD2E inh | HTT ATP protect | SMN2 splice up | Tau fluor counter | Tau FP inhib
COc1ccccc1C(O)(C(=O)NN(C(=O)c1ccccc1)c1ccccc1C)c1cccs1 (stereo unspecified) | 16% | 4% | -4% | 5% | -27% | -2% | 1% | 5%
O=C(Cn1c(-c2cncs2)nc2ccccc21)NCCc1ccccc1 | -6% | ? | -12% | ? | -10% | -5% | -8% | -10%
CN(C)C(=O)COC(=O)/C=C/c1ccccc1[N+](=O)[O-] | 6% | -8% | -8% | 7% | -15% | -12% | -7% | 4%
CC(=O)OCC(=O)[C@@]1(O)CC[C@@H]2[C@H]3CCC4=CC(=O)CC[C@]4(C)[C@]3(F)[C@@H](O)C[C@@]21C | · | -2%[20.9 µM] | · | 2%[25.5 µM] | -44%[inhibitor][17.1 µM] | 1%[20.6 µM] | · | ·
CCC(C)(C)C1CCc2c(sc(N)c2C(N)=O)C1 (stereo unspecified) | -23% | ? | ? | -13% | 11%[10 µM] | -55%[inhibitor] | -24% | -8%
O=C(O)C1OC2OC3(CCCCC3)OC2C2OC3(CCCCC3)OC12 (stereo unspecified) | 1% | 10% | -2% | 5% | 7%[10 µM] | -9% | 0% | -2%
O=C(Nc1ccc(N2CCCCC2)cc1)c1cccnc1Cl | 8% | ? | ? | -24% | -14%[10 µM] | -6% | -19% | 9%
Cc1ccc(-c2nc(N/N=C/c3ccccc3[N+](=O)[O-])c3ccccc3n2)cc1 | 8% | -2% | -4% | -5% | -60%[inhibitor] | ? | -24% | 7%
Cc1ccc(N2CN(CCc3ccccc3)CNC2=S)cc1 | 20%[9.22 µM] | 2% | -7% | 5% | ? | · | -9% | 3%
COc1ccc(C2/C=C\[C@H](O[Si](C)(C)C(C)(C)C)[C@H](C(C)C)CC(=O)N2Cc2ccccc2)cc1 (stereo partly specified) | · | -3% | -10% | · | -18% | · | -5% | 3%
CCN(CC(=O)Nc1sc2c(c1C#N)CCC(C)C2)Cc1nc2ccccc2c(=O)[nH]1 (stereo unspecified) | -23% | 25µM* | ? | -3% | 10%[10 µM] | -5% | -21% | 10%
COC(=O)CCCC1=CC2=CC(=O)C(C)(OC(=O)c3cccs3)C(=O)C2=CO1 (stereo unspecified) | · | 3% | -23% | 7% | -41%[inhibitor] | 7% | -14% | 7%
O=C(OCC(=O)N1CCN(Cc2ccccc2)CC1)c1ccc(Cl)cc1 | 15% | 1% | -6% | 4% | 12%[10 µM] | 16% | -4% | 5%
CCCCOc1ccc(C(=O)N(Cc2nc(-c3ccc(Cl)cc3)no2)C(C)C)cc1 | · | · | -15% | · | · | 4% | -18% | 1%
Cc1cc(NC(=O)CSc2nnc(COc3ccccc3)o2)no1 | 14% | 8% | -5% | 2% | 2% | -10% | 1% | -9%
CC1(C)Cc2nc3oc4c(N(CCO)Cc5ccccc5)ncnc4c3cc2CO1 | ? | ? | -4% | ? | 8%[10 µM] | -47%[inhibitor] | -1% | 3%
COc1ccc(OC)c(NC(=S)NCCSc2ccc(C)cc2)c1 | -13% | ? | -14% | 1% | 6%[0.074 µM] | 4% | ? | 10%
COc1ccc(COCC(O)CN(Cc2ccco2)Cc2ccccc2O)cc1 (stereo unspecified) | 19% | -1% | -1% | -4% | -4%[10 µM] | -13%[1.84 µM] | -14% | 8%
Cc1nc2ncnn2c(C)c1CCC(=O)N1CCN(c2ccccc2)CC1 | · | · | 5% | · | · | 1% | 0% | 4%
O=C(/C=C/c1ccco1)N1CCN(c2ncccn2)CC1 | 19% | 14µM* | -19% | -5% | · | ? | -8% | -7%
COC(=O)c1ccc(CSc2nnnn2-c2ccccc2)o1 | 6% | 7.1µM* | -1% | 0% | -22% | -4% | 6% | -2%
N#Cc1nc(-c2ccccc2Cl)oc1N1CCOCC1 | -4% | ? | 2% | ? | -10% | -1% | -7% | -10%
C/C(O)=C(/N=O)C(=O)Nc1ccccc1 | 1% | 3% | -4% | 3% | 3% | -20% | -12% | -19%
COc1ccc(C(=O)c2oc3ccc(OC)cc3c2N)cc1 | 19% | ? | 11µM* | ? | 19%[10 µM] | 14µM* | 14µM*[quencher] | 8%
N#Cc1nc(COc2ccccc2)oc1N1CCN(c2cccc(Cl)c2)CC1 | 4% | 2% | -12% | -3% | -15%[10 µM] | -9% | -19% | 1%
CCCCc1noc(-c2c(-c3ccccc3Cl)noc2C)n1 | 21% | -8% | -13% | -4% | -16% | -16% | -19% | -7%
Cc1nc2oc3c(NCc4ccccc4)ncnc3c2c2c1COC(C)(C)C2 | -12% | ? | 5% | ? | -31% | 4% | -16% | 2%
O=C(c1ccc(F)cc1)N1CCOCC1 | 3%[9.22 µM] | 10% | -12% | -5% | 2%[10 µM] | · | -13% | -9%
Cc1ccc(N/C=C(\C#N)c2ccc(OCCCF)cc2)cc1 | -5% | ? | -4% | 0% | 3% | 5% | -10% | -1%
COc1ccc(CC(=O)OCc2cc3ccccc3[nH]c2=O)cc1 | 7%[9.22 µM] | ? | 8% | ? | -11%[0.074 µM] | ? | -1% | -13%

Some entries already given, showing only ALDH1A1 block and Tau fluor counter.
| Structure | ALDH1A1 block | Tau fluor counter |
| --- | --- | --- |
| COc1ccc(COCC(O)CN(Cc2ccco2)Cc2ccccc2O)cc1 (stereo unspecified) | -1% | -14% |
| Cc1nc2ncnn2c(C)c1CCC(=O)N1CCN(c2ccccc2)CC1 | · | 0% |
| O=C(/C=C/c1ccco1)N1CCN(c2ncccn2)CC1 | 14µM* | -8% |
| COC(=O)c1ccc(CSc2nnnn2-c2ccccc2)o1 | 7.1µM* | 6% |
| N#Cc1nc(-c2ccccc2Cl)oc1N1CCOCC1 | ? | -7% |
| C/C(O)=C(/N=O)C(=O)Nc1ccccc1 | 3% | -12% |
| COc1ccc(C(=O)c2oc3ccc(OC)cc3c2N)cc1 | ? | 14µM*[quencher] |

The list goes on.
molecule | HttQ103 aggreg | ALDH1A1 block | Tau fibril ThT | JMJD2E inh | HTT ATP protect | SMN2 splice up | Tau fluor counter | Tau FP inhib
CCCCNC(=O)c1ccc(CS(=O)(=O)c2cccc(C(F)(F)F)c2)o1 | 0% | 1% | -12% | 6% | 1%[0.074 µM] | -1% | -12% | -3%
COC(=O)c1cnn(-c2cc(Oc3cccc(C)c3)ncn2)c1N | 8% | -2% | ? | 5% | -11% | 5% | -18% | 1%
C=CCn1c(SCC(=O)Nc2sccc2C(N)=O)nc2ccc(Cl)cc2c1=O | 20% | ? | -12% | 4% | -56%[inhibitor] | -44%[inhibitor] | ? | ?
COc1ccc(-c2nc3nc(C)cc(=O)n3[nH]2)cc1 | 5% | 3% | -3% | -1% | -57%[inhibitor] | 1% | -2% | 6%
CC/C(O)=C1\C(=O)CCCC1=NCc1nc2ccccc2[nH]1 | -9% | 8% | -7% | -7% | -12% | -10% | -12% | 2%
CC1(C)N=C(SCC(=O)Nc2ccccc2)C(c2ccc(Cl)cc2)=N1 | 21% | -4% | ? | 0% | 18µM* | -32%[inhibitor] | -23% | -2%
O=C(Nc1ccccc1NC(=O)c1ccco1)c1ccco1 | 2% | -19% | -2% | 2% | 0% | 0% | -2% | -2%
Cc1cc(OCC(=O)O)c2ccccc2n1 | 16% | 14% | 0% | -3% | -9% | -10% | 1% | 0%
CCOC(=O)c1c(C)c(C(=O)NCCc2ccc(OC)cc2)c(C)n1CC | · | · | -3% | · | · | -6% | -4% | 8%
O=C1CC(c2ccccc2Cl)CC(O)=C1C=Nc1ccccc1 (stereo unspecified) | ? | ? | 0% | -5% | -3%[10 µM] | -7% | 8% | 3%
CCc1ccc(CNC(=O)c2ccc(CSc3nc4ccncc4n3Cc3ccccc3)cc2)cc1 | · | · | -8% | · | · | -23% | ? | -6%
CCOc1ccc(-c2cc3c(=O)n(Cc4nc(-c5ccccc5OCC)oc4C)ccn3n2)cc1Cl | · | · | 5% | · | · | -6% | 0% | 2%
CC(C)(Oc1ccc(Cl)cc1)C(=O)NCc1ccc(S(N)(=O)=O)cc1 | 12% | -3% | -2% | -8% | · | -7% | -6% | -5%
O=C(CN1C(=O)/C(=C\c2cccs2)SC1=S)Nc1cccc(C(=O)O)c1 | 2%[9.22 µM] | · | ? | -3% | 9%[10 µM] | · | ? | ?
O=Cc1cccn1Cc1ccc(Cl)cc1Cl | 1% | 14% | -16% | 1% | 15% | 2% | -19% | -3%
c1ccc(-n2nnnc2SCc2cccc(CSc3nnnn3-c3ccccc3)n2)cc1 | -1% | 1.6µM* | 1% | 7% | 7%[10 µM] | -23% | -23% | ?
c1csc(-c2nc3nc4ccccc4nc3n2Cc2ccc3c(c2)OCO3)c1 | -32% | ? | -17% | ? | 6%[10 µM] | ? | -8% | -1%
COc1cc(OC)c(OC)cc1CN1CCCC(C(=O)c2ccccc2SC)C1 (stereo unspecified) | 2%[9.22 µM] | 3% | -10% | -1% | 24%[10 µM] | · | -2% | 10%

2 of the compounds above, with each value named:
CC(C)(Oc1ccc(Cl)cc1)C(=O)NCc1ccc(S(N)(=O)=O)cc1
  HttQ103 aggreg: 12%	ALDH1A1 block: -3%	Tau fibril ThT: -2%	JMJD2E inh: -8%	HTT ATP protect: ·	SMN2 splice up: -7%	Tau fluor counter: -6%	Tau FP inhib: -5%

c1ccc(-n2nnnc2SCc2cccc(CSc3nnnn3-c3ccccc3)n2)cc1
  HttQ103 aggreg: -1%	ALDH1A1 block: 1.6µM*	Tau fibril ThT: 1%	JMJD2E inh: 7%	HTT ATP protect: 7%[10 µM]	SMN2 splice up: -23%	Tau fluor counter: -23%	Tau FP inhib: ?

An excerpt of these results, with two lines to a compound:
Every second line gives: HttQ103 aggreg | ALDH1A1 block | Tau fibril ThT | JMJD2E inh | HTT ATP protect | SMN2 splice up | Tau fluor counter | Tau FP inhib
C/C(O)=C(/N=O)C(=O)Nc1ccccc1
→ 1% | 3% | -4% | 3% | 3% | -20% | -12% | -19%
COc1ccc(C(=O)c2oc3ccc(OC)cc3c2N)cc1
→ 19% | ? | 11µM* | ? | 19%[10 µM] | 14µM* | 14µM*[quencher] | 8%
